Scp1 inh: blocks human Scp-1 phosphatase activity | Recombinant Scp1, phosphopeptide, malachite green phosphate absorbance | inhibition, % at 20 µM | 340,000 tested, 0.88% active;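 active = inhibition above about 50% at 20 µM, limit read from the data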;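 also: plate controls were DMSO wells with enzyme for no effect and wells lacking enzyme for full effect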
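Assay system: SCP-1 catalytic fragment, aa 76-261 | Buffer or medium: Tris acetate buffer pH 5.5 with MgCl2 and Tween-20 | Compound: One concentration, 20 µM, with 1.0% DMSO | Also added: Phospho 17-mer peptide substrate | Signal: Absorbance at 630 nm | Incubation: 45 min enzyme reaction at room temperature | Measure: % inhibition of SCP-1 phosphate liberation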
E coli Lon inh: E. coli protease La inhibition. inhibition, % at 7.94 µM. purified E. coli Lon protease, fluorescence polarization. P0A9M0. 360,000 tested, 0.42% active; in the data active = inhibition above about 13%, passing the limit was not always enough;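 also: 0% = enzyme with probe and DMSO and 100% = no enzyme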
Target sequence (P0A9M0 whole entry, looked up): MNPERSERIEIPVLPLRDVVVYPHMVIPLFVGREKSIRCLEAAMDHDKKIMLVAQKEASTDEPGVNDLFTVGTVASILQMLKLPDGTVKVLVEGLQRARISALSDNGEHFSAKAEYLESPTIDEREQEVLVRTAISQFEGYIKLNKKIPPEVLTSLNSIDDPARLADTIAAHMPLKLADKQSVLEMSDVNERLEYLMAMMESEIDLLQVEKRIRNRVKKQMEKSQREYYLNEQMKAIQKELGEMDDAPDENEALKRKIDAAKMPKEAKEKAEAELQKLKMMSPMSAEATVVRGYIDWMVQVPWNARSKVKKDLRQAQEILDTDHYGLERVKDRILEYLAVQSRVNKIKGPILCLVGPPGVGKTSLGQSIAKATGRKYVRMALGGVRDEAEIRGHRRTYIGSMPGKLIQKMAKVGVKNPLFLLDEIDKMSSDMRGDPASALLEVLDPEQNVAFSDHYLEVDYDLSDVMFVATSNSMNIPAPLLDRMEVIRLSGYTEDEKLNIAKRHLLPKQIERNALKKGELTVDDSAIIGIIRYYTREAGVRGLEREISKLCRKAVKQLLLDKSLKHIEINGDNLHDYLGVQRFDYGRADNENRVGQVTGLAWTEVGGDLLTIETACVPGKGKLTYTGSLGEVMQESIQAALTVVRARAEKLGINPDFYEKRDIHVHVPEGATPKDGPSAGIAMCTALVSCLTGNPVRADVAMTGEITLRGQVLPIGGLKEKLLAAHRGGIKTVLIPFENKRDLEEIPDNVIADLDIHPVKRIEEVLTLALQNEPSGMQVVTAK
CendR NRP1 mod: alters CendR peptide binding to human NRP-1 | O14786 | FAM-RPARPAR peptide binding to NRP-1, fluorescence polarization | inhibition, % at 25 µM | 360,000 tested, 0.85% active;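 active = inhibition or corrected inhibition above about 18%, plus a signal ratio from 0.5 to 1.5, limit read from the data, passing the limit was not always enough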; also: strong numbers were not always called active
Tb MetRS inh: Trypanosoma brucei MetRS inhibition; 360,000 tested, 0.4% active; inhibition, % at 11.9 µM; purified T. brucei MetRS, ATP depletion, Kinase-Glo luminescence;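 active = inhibition above a per-plate cutoff of the control wells' mean inhibition plus 3 SD, cut at about 5.5% in these data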;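 also: 0% = DMSO wells median and 100% = median of wells with control inhibitor compound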
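assay system = parasite MetRS enzyme | timing = 15 min preincubation, 2 h reaction, all 25 °C | evaluation = percent inhibition relative to median high and low control wells | medium = HEPES buffer containing pyrophosphatase, BSA, spermine, DTT | compound = single dose, 11.9 µM final nominal, 0.9% final DMSO | detection = Kinase-Glo luminescence, ATP depletion format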
SUMO1-SIM PPI: SUMO1-SIM interaction modulation; P63165; inhibition, % at 20 µM; 360,000 tested, 0.33% active; SUMO1 binding to a labelled peptide, TR-FRET, 1 h; in the data active = inhibition above about 37%
Target sequence (P63165 whole entry, looked up): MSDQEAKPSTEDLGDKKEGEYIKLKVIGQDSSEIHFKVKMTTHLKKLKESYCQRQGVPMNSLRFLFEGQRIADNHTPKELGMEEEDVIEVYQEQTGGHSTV
STEP block: inhibitors of human striatal-enriched phosphatase STEP | P54829 | recombinant STEP, OMFP fluorogenic substrate, fluorescence | inhibition, % at 20 µM | 360,000 tested, 0.25% active | AID 588621;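 active = inhibition at 20 µM, scaled per plate between control wells, above about 37%, limit read from the data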;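 also: 0% = DMSO with enzyme and substrate and 100% = substrate only without enzyme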
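Assay system: isolated STEP enzyme / Timing: 20 min at room temperature, dark / Doses: 20 µM, 1% DMSO / Technique: fluorescence intensity, excitation 480 nm, emission 540 nm / Reagent: fluorogenic phosphatase substrate OMFP at 25 µM final / Measure: percent inhibition scaled to no-enzyme and uninhibited-enzyme controls, plate-pattern corrected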
DNMT1 block: DNMT1 (human) enzyme inhibition; P26358; DNMT1 molecular beacon, Hinp1I cleavage, fluorescence; inhibition (reported as % activation of signal), % at 10 µM; 360,000 tested, 0.83% active; AID 588458; in the data active = inhibition above about 50%
LMPTP block: LMPTP (human) inhibition. recombinant LMPTP-A, OMFP fluorogenic substrate, fluorescence intensity. AID 651560. inhibition, % at 20 µM. 360,000 tested, 0.22% active;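 active = compounds that cut the enzyme signal by at least half of the control window in the single-dose screen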;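 also: plate controls were DMSO wells with enzyme plus substrate for no effect and substrate without enzyme for full effect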
Target sequence (P24666 whole entry, looked up): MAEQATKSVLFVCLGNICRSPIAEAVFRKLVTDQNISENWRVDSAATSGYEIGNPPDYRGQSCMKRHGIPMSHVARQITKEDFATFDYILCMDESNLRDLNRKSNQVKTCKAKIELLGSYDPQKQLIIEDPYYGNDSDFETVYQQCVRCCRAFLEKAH
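Test system: LMPTP-A, protein tyrosine phosphatase of low molecular weight; Input: 0.625 nM enzyme; Incubation: 50 min dark incubation at room temperature; Signal: endpoint fluorescence intensity from OMFP dephosphorylation; Read-out basis: % inhibition versus control wells.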
MsrA inhibitor: bovine MsrA inhibition; purified bovine MsrA, absorbance read-out; inhibition, % at 15.5 µM; 360,000 tested, 0.75% active; in the data active = inhibition above about 4.5%;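 also: 0% = vehicle wells with enzyme and 100% = reference inhibitor wells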
bovine MsrA act: activates bovine MsrA enzyme; 360,000 tested, 0.3% active; activation, % at 10.6 µM; purified bovine MsrA, absorbance read-out; in the data active = activation above about 7.5%;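 also: 0% = vehicle and 100% = reference activator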
An asterisk follows results filed as active; . = not tested or not shown. Hits appear at their usual frequency; about 4.3% have a hit in one of these screens.

mol	Scp1 inh	E coli Lon inh	CendR NRP1 mod	Tb MetRS inh	SUMO1-SIM PPI	STEP block	DNMT1 block	LMPTP block	MsrA inhibitor	bovine MsrA act
COc1ccc(NC(=O)CSCC(=O)NCc2ccco2)cc1	-4	-10	-10	-0.3	4	3	2	-0.7	-0.1	-3
Cc1c(Cl)c(C(F)(F)F)nn1CC(=O)NCc1ccco1	0	3	2	-0.6	4	1	4	0.1	-0.3	-3
CCN1CCCC1CNCC(=O)Nc1ccc(OC(F)(F)F)cc1 (stereo not drawn)	-9	-4	-4	-0.2	0	-2	-1	-1.9	0.2	-6
CCCCOc1ccc(Cl)cc1CSc1n[nH]c(C)n1	2	-1	-4	0.8	0	2	-3	1.6	-0.2	-2
N#C/C(=C\c1ccncc1)C(N)=O	-7	-2	-2	-0.2	-5	-3	-3	0.2	-0.2	-1
CC(CC(=O)N1CCN(C(=O)c2ccccc2)CC1)c1ccccc1 (stereo not drawn)	0	9	-3	-1.5	0	-2	4	-0.5	1.0	-9
Cc1ccc(/C=C(\NC(=O)c2ccccc2)C(=O)NC(Cc2ccccc2)C(=O)O)cc1 (stereo not drawn)	2	-8	-10	0.1	2	-1	5	-1.3	1.0	-5
COc1ccc(NC(=O)CSc2nc3[nH]ncc3c(=O)[nH]2)cc1OC	-2	-6	4	-0.3	-2	0	2	-3.1	1.5	-4
CC(=O)Nc1ccc(NC(=O)C(C)OC(=O)c2ccc(C)s2)cc1 (stereo not drawn)	2	0	-1	-0.5	-4	-2	1	0.8	-0.7	-4
COc1cc(C(=O)Nc2cccc(C)n2)ccc1OCC(=O)N1CCOCC1	1	-1	13	-0.3	-1	0	3	0.0	-0.9	-10
CNNC(=S)NC1CC2CC1C1C=CCC21 (stereo not drawn)	-2	-12	-1	-0.4	0	-1	-1	-0.4	-0.7	-3
CCC(C)NC(=O)Cn1c(=O)n(CCCCCC(=O)Nc2ccccc2)c(=O)c2sccc21 (stereo not drawn)	-6	-4	8	0.1	-1	-1	3	-2.2	-0.3	-3
COc1ccc(NC(=O)CN2CCN(S(=O)(=O)c3ccc(C(C)C)cc3)CC2)cc1OC	1	-4	18	-0.5	2	4	-5	0.1	-0.1	-5
c1ccc(Cn2ncc3c(N4CCCCC4)ncnc32)cc1	6	2	8	-0.7	4	0	-5	-0.6	0.0	-1
CCCCC(=O)Nc1nc2c(s1)COc1ccccc1-2	-4	4	11	-0.6	-5	-6	3	1.1	.	-3
CCCCN(C=O)c1c(CC)nc2c(OCc3ccccc3C)cccn12	.	1	4	-0.4	8	5	-4	1.7	-0.3	-4
CC(C)(CO)NC(=O)C(c1ccccc1)c1ccccc1	5	8	-1	-1.5	-4	0	2	-0.6	0.1	-11
CCC(C)(C)C1CCC(=NNS(=O)(=O)c2ccc(C)c([N+](=O)[O-])c2)CC1 (stereo not drawn)	-10	5	-7	0.4	-5	-1	3	-0.5	-0.1	-4
COc1ccc(CC(=O)OCn2nnc3ccccc3c2=O)cc1OC	-4	-10	-5	-0.6	-5	0	-4	-1.8	0.4	1
CC1CCN(c2nc3ccc(C(=O)NCCCN4CCCCC4C)cc3s2)CC1 (stereo not drawn)	-5	3	11	-0.3	-2	-3	-2	-1.2	0.3	-1
Cc1ccc(-c2nc(SCC(=O)NCC3CCCO3)c(-c3ccccc3)[nH]2)cc1 (stereo not drawn)	-7	3	-17	0.2	1	0	-4	-0.3	0.7	-1
CC1CN(C(=S)NC2CCCC2)CC(C)O1 (stereo not drawn)	-5	5	5	-0.2	1	2	1	-1.9	0.1	-7
CSc1cccc(NC(=S)N2CCC(N(C)C3CCCCC3)CC2)c1	-1	7	7	0.0	-2	6	4	1.9	1.0	-8
C[C@@H]1NC(=O)c2cc([N+](=O)[O-])cc(F)c2NCCC[C@@H](C(N)=O)NC(=O)[C@H](CC(N)=O)NC1=O	-4	-12	-4	0.0	-22	2	1	-1.0	1.8	-5
Cc1ccc(NC(=S)N(CCCN2CCOCC2)Cc2ccco2)cc1	3	3	1	-0.9	2	22	1	-3.8	-1.4	-6

Entries of single compounds from above.
N#C/C(=C\c1ccncc1)C(N)=O as listed: Scp1 inh: -7; E coli Lon inh: -2; CendR NRP1 mod: -2; Tb MetRS inh: -0.2; SUMO1-SIM PPI: -5; STEP block: -3; DNMT1 block: -3; LMPTP block: 0.2; MsrA inhibitor: -0.2; bovine MsrA act: -1
CCCCC(=O)Nc1nc2c(s1)COc1ccccc1-2 as listed: Scp1 inh: -4; E coli Lon inh: 4; CendR NRP1 mod: 11; Tb MetRS inh: -0.6; SUMO1-SIM PPI: -5; STEP block: -6; DNMT1 block: 3; LMPTP block: 1.1; MsrA inhibitor: .; bovine MsrA act: -3

Going on with the list:
mol	Scp1 inh	E coli Lon inh	CendR NRP1 mod	Tb MetRS inh	SUMO1-SIM PPI	STEP block	DNMT1 block	LMPTP block	MsrA inhibitor	bovine MsrA act
CC(=O)c1c(C)[nH]c(C(=O)Nc2cccc(C)n2)c1C	-2	9	-6	-0.5	-7	-1	1	-1.4	0.5	-4
COc1ccccc1C1C(C(=O)c2sc(C)nc2C)=C(O)C(=O)N1CCN1CCOCC1 (stereo not drawn)	-3	-10	2	-1.5	-7	0	-6	-2.0	1.6	0
O=C(c1cc(-c2ccc(F)cc2)on1)N1CCCCCC1	6	-9	12	-1.0	4	1	0	0.4	-0.6	-1
O=C(CSc1nc2ccccc2[nH]1)NC1CCS(=O)(=O)C1 (stereo not drawn)	0	-2	-1	9.3*	-3	-3	0	0.1	1.6	0
Cc1nc2ccc(C(=O)N/N=C/c3ccccc3O)cc2[nH]1	-5	-8	12	-0.1	-4	13	1	0.4	2.5	-1
CCN(CC)c1ccc(C(=O)NNC(=O)C2CSC3(C)CCC(=O)N23)cc1 (stereo not drawn)	15	-3	1	-0.6	-3	1	2	0.5	1.6	-13
CC(=O)c1ccc(N2CCN(C(=O)CCS(=O)(=O)c3ccc4c(c3)NC(=O)CS4)CC2)cc1	-4	-10	-6	-0.1	5	-2	4	2.3	2.7	-6
COC(=O)c1ccc(NC(=O)CSc2nnc(COc3c(C)cccc3C)o2)cc1	23	-6	12	0.5	-4	7	7	0.1	-0.2	-2
O=C(CN1C(=O)NC2(CCCC2)C1=O)NNC(=O)c1ccc(Br)cc1	-1	1	3	-0.3	2	-1	-1	0.0	0.6	-9
Cc1cccc(NC(=S)N(CCCN(C)C)Cc2cc3cc4c(cc3[nH]c2=O)OCO4)c1	-1	-5	-2	0.2	4	1	0	0.0	1.5	-8
CCOC(=O)c1c(NC(=O)CN2CCCCC2)sc(C)c1C	-5	6	4	-0.1	-2	1	4	2.6	0.0	-3
CCCc1nc2ccc(Cl)cn2c1Cc1ccsc1	.	25*	28*	-0.1	5	0	4	0.4	1.7	-3
CCOC(=O)n1c(=O)n(C)c2ccc(Cl)cc21	0	-2	-1	-0.3	10	0	1	0.2	1.9	-1
COc1cccc(-c2cc(C(=O)Nc3cc(OC)c(OC)c(OC)c3)no2)c1	-6	-2	9	-0.7	2	-4	-2	1.5	0.6	-8
N=C1C(c2nc(-c3cccc([N+](=O)[O-])c3)cs2)=C(O)CN1NC(=O)c1ccco1	68*	1	0	-1.2	-7	10	-3	48	0.9	-10
CCOC(=O)N1CCN(S(=O)(=O)c2cccc3ccc(C)nc23)CC1	0	9	2	-0.7	2	-1	-1	-1.5	0.1	-3
O=S(=O)(NCC(c1cccnc1)N1CCN(Cc2ccccc2)CC1)c1cc(F)ccc1F (stereo not drawn)	-7	-12	-21	0.0	-1	-1	-1	1.0	0.2	1
COc1ccccc1-n1cnc2c(c1=O)c1nc3ccccc3nc1n2CCc1ccccc1	5	8	-5	-0.6	-8	0	27	4.5	-0.1	-4
O=C(CSc1nccc(=O)[nH]1)NC1CCCCCC1	-10	0	-8	-0.2	3	-4	7	-1.2	0.0	1
CCCS(=O)(=O)NC(=O)C1(C)CCCN(C(=O)c2cc3ccccc3s2)C1 (stereo not drawn)	.	-8	-6	0.0	4	5	3	-2.2	-0.4	0
Cc1cc(S(=O)(=O)n2cnc3cc([N+](=O)[O-])ccc32)ccc1Cl	-8	8	-2	0.9	-7	0	-2	-0.8	0.1	-2
Cc1cc(NC(=O)CCC(=O)N(CC(=O)NCC2CCCO2)c2ccc3c(c2)OCCO3)no1 (stereo not drawn)	5	0	1	-0.6	2	3	2	-1.8	0.8	-7
COc1cccc(C(NC(C)=O)c2nc(-c3cccc(C(=O)O)c3)cs2)c1 (stereo not drawn)	.	8	-8	-0.1	-5	-1	1	-0.6	1.5	-1
COc1cc2c(cc1NC(=O)C(C)Sc1ccc(NC(C)=O)cc1)oc1ccccc12 (stereo not drawn)	-8	4	-1	0.4	3	0	-28	6.1	3.2	-3
CCCn1nc2cc(C(=O)NC3CCCc4ccccc43)ccc2c1OCC (stereo not drawn)	-2	-8	-1	0.3	-3	-2	1	-0.5	0.5	0

Continuation.
mol	Scp1 inh	E coli Lon inh	CendR NRP1 mod	Tb MetRS inh	SUMO1-SIM PPI	STEP block	DNMT1 block	LMPTP block	MsrA inhibitor	bovine MsrA act
O=C(/C=C/c1ccc(Cl)cc1Cl)NC(=S)Nc1ccccn1	36	4	13	-0.4	6	8	21	3.2	-0.2	-5
Cc1nc(SCC(=O)NCCc2ccc(Cl)cc2)nc(C)c1C	8	-10	0	-1.1	-3	-1	7	-0.4	0.6	-6
CN(C)c1cccc(C(=O)Nc2cc(C(F)(F)F)ccc2-n2cnc3ccccc32)c1	-7	6	-9	-1.6	-7	-1	-3	-0.8	0.8	-5
CC(=O)Nc1ccc(NC(=O)C(C)Sc2nnc(C3CC3)n2-c2ccccc2)cc1 (stereo not drawn)	17	7	7	-0.3	25	-1	2	-0.6	0.0	-1
CCOc1ccc(C(=O)Nc2nnc(SCC(=O)NCC3CCCO3)s2)cc1OCC (stereo not drawn)	-3	3	21*	-0.4	8	-6	1	-0.8	0.3	0
Cc1nn(CC(=O)OCC(=O)Nc2ccccc2[N+](=O)[O-])c(C)c1[N+](=O)[O-]	-8	2	-6	0.6	-14	-1	3	0.0	1.4	-1
Cc1nn(-c2ccccc2)c2sc(-c3n[nH]c(=S)o3)cc12	-7	-19	-12	-0.8	14	-2	6	-2.6	3.0	-11
Cc1ccc(S(=O)(=O)N(C)C)cc1NC(=O)c1cccs1	-11	6	12	-0.4	1	0	2	-0.1	-0.1	-5

A draw from above in order of molar mass, rising:
mol	Scp1 inh	E coli Lon inh	CendR NRP1 mod	Tb MetRS inh	SUMO1-SIM PPI	STEP block	DNMT1 block	LMPTP block	MsrA inhibitor	bovine MsrA act
Cc1nn(-c2ccccc2)c2sc(-c3n[nH]c(=S)o3)cc12	-7	-19	-12	-0.8	14	-2	6	-2.6	3.0	-11
Cc1ccc(S(=O)(=O)N(C)C)cc1NC(=O)c1cccs1	-11	6	12	-0.4	1	0	2	-0.1	-0.1	-5
Cc1nc(SCC(=O)NCCc2ccc(Cl)cc2)nc(C)c1C	8	-10	0	-1.1	-3	-1	7	-0.4	0.6	-6

Assay outcomes deposited in PubChem by several laboratories.
